Screens (PubChem)
HIV fusion peptide = inhibitors of HIV fusion peptide binding, primary screen, biochemical, uHTS, fluorescence dequenching (AID 1986) | cell-free peptide binding, fluorescence dequenching, 30 min; higher % means a stronger effect | actives 0.3% (n = 290,000) | one-dose inhibition, % at 20 µM; IC50 in µM for titrated hits; in the data active = inhibition mostly above about 52%, no sharp cut-off; inactive = mostly below about 76%; note: some results filed as inactive read as strong as hits
GPR35 antagonists = GPR35 antagonists blocking zaprinast-driven arrestin recruitment, primary screen, imaging, U2OS, beta-arrestin-GFP, zaprinast agonist (AID 2058) | G-protein coupled receptor 35 (Homo sapiens) | U2OS GPR35 beta-arrestin-GFP translocation imaging, zaprinast antagonism; higher % means a stronger effect | inhibition, % at 10 µM; hits with a dose series show IC50 in µM | actives 0.052% (n = 290,000);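 active = inhibition of at least 50% with at least 30 cells and total cytoplasm GFP at most 10,000,000; inconclusive = under 30 cells or total GFP of 10,000,000 plus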
Dengue-2 NS5 capping = Dengue-2 NS5 methyltransferase inhibitors, primary screen, biochemical, confirmation dose response (AID 588689) | Dengue-2 NS5 methyltransferase capping enzyme assay, biochemical; higher % means a stronger effect | actives 0.3% (n = 340,000) | Genome polyprotein (Dengue virus type 2 (strain 16681-PDK53)) | one-dose inhibition, % at 25 µM; IC50 in µM for titrated hits; in the data active = a potency from the dose series; inconclusive = inhibition above about 29% without an active follow-up result
AID2073 = inhibitors of Mint1-CaV2.2 protein interaction, biochemical, HTRF (AID 2073). actives 0.19% (n = 290,000). HTRF protein-protein interaction, Mint1-CaV2.2; higher % means a stronger effect. Voltage-dependent N-type calcium channel subunit alpha-1B (Homo sapiens). inhibition, % at 20 µM; hits with a dose series show IC50 in µM; in the data active = inhibition mostly above about 51%, no sharp cut-off; inconclusive = no clear call, values can overlap the other calls; inactive = mostly below about 53%; note: some results filed as inactive read as strong as hits
GPR55 activation = GPR55 agonists via beta-arrestin recruitment, primary screen, imaging, U2OS cells, beta-arrestin-GFP redistribution (AID 1961); G-protein coupled receptor 55 (Homo sapiens); U2OS GPR55 beta-arrestin-GFP redistribution imaging; higher % means a stronger effect; activation, % at 10 µM, or EC50 in µM where a hit was titrated; actives 0.048% (n = 290,000);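 active = activation above 40% with more than 50 cells counted in the well; inconclusive = wells holding fewer than 50 cells, flagged as toxic or sparse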;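 note: U2OS osteosarcoma cells stably expressing GPR55 and beta-arrestin-GFP; plate controls were DMSO negative control for no effect and LPI positive control for full effect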
UTI89 phage lysis = inhibition of K1F phage lysis, E. coli UTI89, bacterial capsule biogenesis inhibitors, alamar blue (AID 488966). E. coli UTI89 K1F phage lysis, alamar blue, 2 h; higher % means a stronger effect. inhibition, % at 100 µM; hits with a dose series show IC50 in µM. actives 0.02% (n = 340,000);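 active = phage lysis inhibition, versus mean bacterial control, above a set limit; inconclusive = no clear call, values can overlap the other calls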;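 note: capsule biogenesis inhibitors block K1F phage lysis so surviving cells raise fluorescence; higher fluorescence means more inhibition of phage lysis; actives were called in the ten point dose series up to 300 µM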
NTR1 ag = agonists of NTR1, primary screen, imaging, U2OS cells, beta-arrestin-GFP, high content (AID 493036); Neurotensin receptor type 1 (Homo sapiens), P30989; actives 0.17% (n = 330,000); activation, % at 20 µM; NTR1-U2OS beta-arrestin-GFP spot imaging, agonist mode;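 active = activation at or above 40% of the spot to cytoplasm intensity ratio, with at least 20 cells analyzed; inconclusive = wells under 20 cells, flagged as cytotoxic or low count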;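 note: 0% = DMSO without peptide and 100% = 100 nM NTR1 peptide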
Target sequence (P30989 whole entry, looked up): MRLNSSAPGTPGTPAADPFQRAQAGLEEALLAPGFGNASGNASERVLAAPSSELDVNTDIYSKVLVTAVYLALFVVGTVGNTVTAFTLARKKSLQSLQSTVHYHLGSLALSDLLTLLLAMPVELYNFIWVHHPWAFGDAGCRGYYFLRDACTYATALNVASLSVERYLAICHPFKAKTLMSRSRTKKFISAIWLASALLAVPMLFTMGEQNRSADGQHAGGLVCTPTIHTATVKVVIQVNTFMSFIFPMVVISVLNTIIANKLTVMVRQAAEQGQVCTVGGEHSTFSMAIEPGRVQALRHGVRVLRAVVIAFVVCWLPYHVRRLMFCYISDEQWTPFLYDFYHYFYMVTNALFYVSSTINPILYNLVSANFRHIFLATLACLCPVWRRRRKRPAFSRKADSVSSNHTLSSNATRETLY
GPR55 LPI antagonism = GPR55 antagonists blocking LPI-driven arrestin recruitment, primary screen, imaging, U2OS, beta-arrestin-GFP, LPI agonist (AID 2013); inhibition, % at 10 µM; hits with a dose series show IC50 in µM; actives 0.13% (n = 290,000); U2OS GPR55 beta-arrestin-GFP translocation imaging, LPI antagonism; higher % means a stronger effect;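 active = spots per cell inhibited over 60%, with over 100 cells counted and total cytoplasm intensity under 500,000; inconclusive = wells with under 100 cells, flagged as likely toxic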;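 note: U2OS cells stably carrying GPR55 and arrestin-GFP stimulated by 5 µM LPI near EC80; imaged beta-arrestin-GFP aggregate spots per cell after agonist stimulation; plate controls were LPI-stimulated DMSO wells for no effect and DMSO wells without LPI for full effect; some results filed as inactive read as strong as hits; confirmed hits need IC50 under 10 µM and bright autofluorescent wells are also inconclusive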
SIAH1 antagonists = Siah-1 peptide-binding antagonists, primary screen, biochemical, fluorescence polarization, rhodamine-plectin, uHTS (AID 1817); Siah-1 / rhodamine-plectin peptide fluorescence polarization; higher % means a stronger effect; E3 ubiquitin-protein ligase SIAH1 (Homo sapiens); displacement, % at 20 µM, or IC50 in µM where a hit was titrated; actives 0.02% (n = 290,000);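 active = displacement of at least 50% at 20 µM, with a fluorescence ratio check between 0.3 and a set limit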;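 note: plate controls were Siah plus tracer with DMSO for no effect and tracer alone without Siah for full effect; strong numbers were not always called active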
NTR1 ag cell count 20 µM = also measured in NTR1 ag; calls as there; cell count; measured here: cell count, cytotoxicity flag
Dengue-2 NS5 capping pilot replicate = second read-out of Dengue-2 NS5 capping, no call of its own (marks repeat the call); inhibition, %; measured here: pilot screen replicate inhibition
* hit, by the source's call; ? = inconclusive; . = not tested or not shown; [ ] = remark or other dose. The list is partial (hit frequency here may not be typical).

SMILES	HIV fusion peptide	GPR35 antagonists	Dengue-2 NS5 capping	AID2073	GPR55 activation	UTI89 phage lysis	NTR1 ag	NTR1 ag cell count 20 µM	GPR55 LPI antagonism	SIAH1 antagonists	others
O=C1NC(=O)N(CC2CCCO2)C(=O)/C1=C/c1cccs1 (configuration not stated)	3.2%	0.4%	19.6%	61.0%	-0.3%	1.7%	4.7	41	4.8%	-5.3%
C=CCn1c(O)c(C(CC)=NC(C)c2ccccc2)c(=O)[nH]c1=O (configuration not stated)	-0.6%	-1.5%	-5.7%	-4.9%	-0.1%	0.1%	-0.9	79	.	-2.4%
CN1C(=O)C(=Cc2ccc(N3CCCCCC3)o2)C(=O)N(C)C1=S	148.8%	7.1%	-57.0%	-15.5%	-0.1%	0.3%	-2.5	61	8.3%	-1.2%
CCOc1cc2c(cc1OCC)-n1cccc1C(c1cccc(F)c1F)NC2 (configuration not stated)	0.8%	-4.9%	-5.4%	11.2%	-0.1%	0.5%	1.0	109	11.0%	5.2%
CCNc1nc2[nH]c(=O)c3c(c2s1)OC(N)=C(C#N)C3c1cccs1 (configuration not stated)	-2.1%	0.5%	16.6%	-6.3%	0.2%	0.3%	3.4	46	15.9%	-3.0%
OCCN(CC#CC(O)(c1ccccc1)C1CCCC1)CCO (configuration not stated)	12.6%	-10.5%	7.0%	3.4%	-0.2%	0.9%	0.3	39	6.8%	4.2%
Cc1c(N=Cc2c(O)n(CCc3ccccc3)c(=O)[nH]c2=O)c(=O)n(-c2ccccc2)n1C	-1.6%	-0.2%	-9.3%	-2.2%	-0.1%	1.5%	0.7	56	14.8%	-4.1%
COC(=O)C1C2c3ccccc3C(c3ccccc32)C1C(=O)OC (configuration not stated)	1.2%	1.6%	0.0%	?	0.2%	0.1%	-2.5	61	13.7%	1.3%
Cc1ccc(-n2nc(C)cc2NC(=O)COc2cc(C)cc3oc(=O)c4c(c23)CCC4)cc1	1.8%	5.0%	-2.0%	0.0%	-0.1%	-0.9%	3.7	63	19.1%	-0.2%
N[C@@H](Cc1c[nH]c2ccccc12)c1nnc(SCc2ccccc2F)o1	-4.7%	0.7%	-13.7%	-2.2%	-0.1%	0.1%	0.8	84	3.8%	0.1%	Dengue-2 NS5 capping pilot replicate=0.9
CCOC(=O)C1=C(N)OC2=C(C(=O)CC(C)(C)C2)C12C(=O)Nc1ccccc12 (configuration not stated)	5.3%	-8.8%	-9.0%	8.4%	0.0%	1.4%	3.5	64	12.0%	5.6%
CC1CN(c2ccc([N+](=O)[O-])c3cccnc23)CC(C)N1 (configuration not stated)	-1.4%	12.1%	10.1%	-15.1%	0.2%	-0.8%	0.9	38	-2.6%	-0.9%
CC(CN1CCOCC1)OC(=O)Cc1ccccc1 (configuration not stated)	-1.7%	8.3%	-2.3%	-0.4%	0.7%	0.5%	1.4	53	13.4%	-7.2%
CC1CCN(C(=O)CCl)CC1	2.4%	0.3%	1.8%	-0.4%	-0.3%	0.0%	0.4	82	6.7%	0.6%
COc1ccc(CCn2c(O)c(/C=N/N3CCCCC3)c(=O)[nH]c2=O)cc1OC	0.1%	7.6%	5.1%	-6.4%	-0.3%	8.0%	1.5	53	6.4%	-5.9%
O=C(Cc1cc(=O)[nH]c(=O)[nH]1)N1CCN(CCO)CC1	1.5%	11.8%	5.5%	6.8%	-0.1%	-0.2%	.	.	10.2%	8.8%
COc1cc(CN2CCNCC2)cc(OC)c1OC	-0.8%	10.3%	-4.6%	15.2%	-0.4%	0.4%	0.9	61	1.4%	0.3%	Dengue-2 NS5 capping pilot replicate=0.9
Cc1ccc(-n2c(O)c(/C=N/N3CCOCC3)c(=O)[nH]c2=S)cc1	-1.3%	-11.7%	-9.4%	0.8%	-0.1%	3.5%	-0.1	63	-4.9%	5.0%
CCN(C(C)=O)c1cccc(-c2ccnc3c(C#N)cnn23)c1	-0.4%	-3.8%	.	44.6%	0.3%	.	.	.	4.2%	3.9%
COc1ccc(CC(=O)N(C)C2CCCN(Cc3ccccc3F)C2)cc1OC (configuration not stated)	0.7%	2.6%	-1.2%	-2.5%	0.1%	-0.5%	0.4	50	14.0%	5.3%
COC(=O)c1c(C)n(Cc2ccccc2)c2ccc(O)cc12	-2.9%	23.4%	-5.0%	-8.4%	-0.2%	-2.8%	3.3	27	5.0%	-2.2%
CCn1c(P(C)(=O)O)nc2cc(NC(=O)c3ccccc3F)ccc21	-0.2%	0.7%	-5.4%	?	-0.2%	0.1%	-0.5	56	4.2%	-6.9%
CCCCn1c(O)c(C(CC)=Nc2cccc(C(=O)O)c2)c(=O)[nH]c1=O	0.8%	-0.3%	-14.9%	2.6%	0.3%	0.5%	-0.8	44	-0.2%	-1.4%
O=c1[nH]c(=O)n(-c2cccc(Cl)c2)c(O)c1C=NCCCN1CCOCC1	-2.3%	-15.7%	3.2%	12.6%	0.1%	0.9%	-0.8	42	-8.7%	11.9%
COCCCNC(=O)c1c(NC(=O)c2ccccc2Cl)n(Cc2ccccc2)c2nc3ccccc3nc12	13.7%	-1.5%	-4.8%	22.0%	0.1%	0.0%	4.5	88	15.5%	0.1%	Dengue-2 NS5 capping pilot replicate=-4.7

(cont.)
SMILES	HIV fusion peptide	GPR35 antagonists	Dengue-2 NS5 capping	AID2073	GPR55 activation	UTI89 phage lysis	NTR1 ag	NTR1 ag cell count 20 µM	GPR55 LPI antagonism	SIAH1 antagonists	others
Cc1cc(C=C2C(=O)NC(=S)NC2=O)c(C)n1C1CCCC1	9.4%	-9.9%	3.1%	2.5%	-0.5%	0.6%	6.9	95	-5.9%	-3.8%
C=CC[N+]1(C)C2CCC1CC(O)C2 (configuration not stated)	0.7%	6.3%	-3.1%	-1.6%	0.3%	0.1%	0.5	47	2.5%	1.6%
O=c1c2ccccc2nc(-c2cccs2)n1-c1cnccn1	-1.3%	9.9%	-0.7%	-3.1%	-0.2%	0.8%	-0.9	57	13.9%	2.8%
COc1ccc(-n2c(/C=C/c3ccc(O)c(O)c3)nc3ccccc3c2=O)cc1	10.0%	4.6%	-44.4%	40.5%	0.2%	1.8%	2.8	67	4.4%	-5.8%
CCOC(=O)C(O)(c1ccc(N(CC)S(=O)(=O)c2ccccc2)cc1)C(F)(F)F (configuration not stated)	-3.1%	6.3%	3.4%	4.8%	0.0%	-0.5%	1.2	44	28.0%	-2.4%
Nc1c2c(nc3sc4c(c13)CCCC4)CCCCC2	-6.1%	12.8%	-9.0%	0.9%	0.0%	0.3%	6.7	29	6.8%	1.8%
CC(N=Cc1c(O)n(C2CC2)c(=S)[nH]c1=O)c1ccccc1 (configuration not stated)	-0.7%	3.5%	4.6%	2.2%	-0.1%	8.3%	1.3	52	4.0%	0.9%
CCC1=C(C)C(N2CCOCC2)=NP(N2CCOCC2)(N2CCOCC2)=N1	3.4%	17.3%	-4.9%	0.3%	0.9%	1.1%	-5.0	94	17.1%	-6.2%
Clc1ccc(-c2nc3ccc(Cl)cn3c2CN2CCCCC2)cc1	1.0%	-5.4%	-3.2%	12.4%	0.3%	-0.5%[50 µM]	.	.	19.8%	0.2%
Cc1ccc(N)c(C(=O)c2ccccc2)c1	-1.7%	0.9%	-4.2%	-1.0%	-0.1%	0.1%	-0.2	45	4.3%	-1.7%
Cc1ccccc1C(O)(Cc1ccccc1)C1CN2CCC1CC2 (configuration not stated)	3.6%	13.0%	0.8%	7.0%	0.0%	9.8%	1.5	50	13.8%	-0.8%
COc1cccc(OC)c1CN1CCCC(C(=O)c2cccc(Cl)c2)C1 (configuration not stated)	-0.6%	0.1%	3.5%	13.1%	-0.4%	-1.1%	0.7	56	12.1%	2.6%
CCOc1ccc(-c2cc(C)[n+](CCN3CCOCC3)c(-c3ccc(OCC)cc3)c2)cc1	0.3%	4.4%	-0.8%	32.5%	0.3%	0.4%	2.1	38	0.3%	4.8%
COc1ccc(OC)c(N=Cc2c(O)[nH]c(=O)[nH]c2=O)c1	-0.8%	6.7%	13.7%	8.4%	-0.3%	0.0%	-1.0	89	1.9%	-5.0%
Cc1cccc(C)c1NC1=NCCCCS1	-0.5%	25.1%	1.6%	4.0%	-0.1%	0.4%	0.1	95	-27.8%	-1.2%
CCCc1nc2ccccc2c(=O)n1-c1ccc(O)cc1	1.7%	9.9%	5.5%	30.9%	0.5%	-2.5%	-0.2	85	-6.4%	-0.8%
OC1C2CN3CN(C2)CC1(c1ccccc1)C3 (configuration not stated)	-0.6%	3.0%	2.3%	4.5%	0.0%	0.1%	.	.	1.0%	2.3%
COC(=O)C1=Nc2ccccc2/C1=C\c1c(O)n(-c2cc(OC)ccc2OC)c(=O)[nH]c1=O	34.0%	16.5%	44.4%	22.6%	0.5%	4.0%	2.2	29	12.5%	-3.9%
CCCCn1c(O)c(C=NCCCn2ccnc2)c(=O)[nH]c1=O	-2.2%	-3.3%	-20.3%	2.2%	0.8%	-0.4%	1.3	42	-3.5%	-2.4%
CCCCCCCn1c(=O)c(C(=O)Nc2cnccn2)c(O)c2ccccc21	2.3%	-5.8%	3.8%	25.7%	0.0%	-1.4%	12.9	42	-6.7%	-2.0%

Reprinted at random: three compounds from above.
SMILES	HIV fusion peptide	GPR35 antagonists	Dengue-2 NS5 capping	AID2073	GPR55 activation	UTI89 phage lysis	NTR1 ag	NTR1 ag cell count 20 µM	GPR55 LPI antagonism	SIAH1 antagonists	others
CCCCn1c(O)c(C(CC)=Nc2cccc(C(=O)O)c2)c(=O)[nH]c1=O	0.8%	-0.3%	-14.9%	2.6%	0.3%	0.5%	-0.8	44	-0.2%	-1.4%
CN1C(=O)C(=Cc2ccc(N3CCCCCC3)o2)C(=O)N(C)C1=S	148.8%	7.1%	-57.0%	-15.5%	-0.1%	0.3%	-2.5	61	8.3%	-1.2%
CCCCn1c(O)c(C=NCCCn2ccnc2)c(=O)[nH]c1=O	-2.2%	-3.3%	-20.3%	2.2%	0.8%	-0.4%	1.3	42	-3.5%	-2.4%
